High-throughput results as filed in PubChem.
GLD-1 RNA inh: GLD-1/TGE RNA complex disruptors, primary screen, biochemical, fluorescence polarization | AID 2280, 2010 | 0.44% of 320,000 active | inhibition, % at 5.96 µM | purified GLD-1 + fluorescein TGE RNA;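 active = percent inhibition above a per-plate cutoff, the plate mean of test compounds plus 3 SD, cut at about 30% in these data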;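 also: 0% = DMSO wells with GLD-1 and probe and 100% = wells lacking GLD-1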
Target sequence (Q17339 whole entry, looked up): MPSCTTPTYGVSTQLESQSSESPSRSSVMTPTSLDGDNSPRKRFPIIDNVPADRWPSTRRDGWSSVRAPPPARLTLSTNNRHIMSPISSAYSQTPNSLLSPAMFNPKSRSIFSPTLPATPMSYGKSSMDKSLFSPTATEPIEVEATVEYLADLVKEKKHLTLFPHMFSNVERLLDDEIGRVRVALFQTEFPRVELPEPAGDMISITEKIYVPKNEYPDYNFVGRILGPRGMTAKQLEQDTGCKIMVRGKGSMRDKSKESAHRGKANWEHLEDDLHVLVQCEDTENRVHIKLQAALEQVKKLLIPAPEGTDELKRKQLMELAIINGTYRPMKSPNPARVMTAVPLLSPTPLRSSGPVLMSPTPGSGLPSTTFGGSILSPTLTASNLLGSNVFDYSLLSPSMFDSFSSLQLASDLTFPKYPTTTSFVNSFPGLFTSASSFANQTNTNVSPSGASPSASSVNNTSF
VLA-4 inh: inhibition in human VLA-4 binding assay, primary screen, VLA-4 allosteric modulator project, MLPCN library, flow cytometry, VLA-4 expressing cells | ligand binding flow cytometry | 0.2% of 330,000 active | inhibition, % (about 7 µM as worked out from the volumes in the protocol) | Integrin alpha-4 (Homo sapiens), P13612; in the data active = inhibition above about 50%
Fam108B inh: mouse Fam108B serine hydrolase inhibitors, primary screen, counter-screen for RBBP9 inhibitor project, biochemical, fluorescence polarization; recombinant Fam108B, FP-Rh probe fluorescence polarization; inhibition, % at 9.51 µM; 0.33% of 300,000 active;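 active = inhibition above the screen mean inhibition plus 3 SD, computed separately per campaign, cut at about 18% in these data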;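 also: inhibitors lower polarization as less probe binds the enzyme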
PME-1 inh: PME-1 inhibitors via competitive probe labeling, primary screen, biochemical, fluorescence polarization, FP-Rh probe, HTS; 0.53% of 320,000 active; recombinant PME-1; inhibition, % at 5.9 µM; Protein phosphatase methylesterase 1 (Homo sapiens), Q9Y570;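 active = inhibition above the campaign mean of all compounds plus 3 SD, cut at about 26% in these data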;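 also: competitive labeling of PME-1 active site by serine hydrolase directed probe; 0% = PME-1 with DMSO and 100% = wells lacking PME-1 enzyme; inhibitors block probe labeling so polarization falls and inhibition rises; many of its hits are not listed in these tables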
MEX-5 binding: MEX-5 zinc finger RNA-binding disruptors – biochemical, C. elegans, fluorescence polarization, MLPCN library, primary screen; activity score (negative = inhibition of binding), % at 10 µM; 0.38% of 300,000 active; Zinc finger protein mex-5 (Caenorhabditis elegans), Q9XUB2; MEX-5/FITC-TCR2 RNA binding; active compounds read low; AID 1832, 2009;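 active = inhibition past about -25% in most replicates, and total fluorescence under double the plate's negative control median, limit read from the data; inconclusive = replicates evenly split on the limit, or fluorescence at least double controls; inactive = too little inhibition in most replicates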;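 also: 0% = DMSO and -100% = 5 µM competing unlabeled TCR2 RNA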
MCL1-BIM inh: inhibitors of MCL1 binding to BIM-BH3, primary screen, biochemical, fluorescence polarization; GST-MCL1 / FITC-Bim-BH3 fluorescence polarization; inhibition, % at 10.9 µM; 0.68% of 320,000 active; Induced myeloid leukemia cell differentiation protein Mcl-1 (Homo sapiens), Q07820; AID 2057, 2009;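 active = inhibition above the mean inhibition of all tested compounds plus 3 SD, set per campaign, cut at about 40% in these data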;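 also: 0% = DMSO wells and 100% = unlabeled Bim-BH3 peptide control; higher means more loss of mP so more displacement of Bim peptide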
Target sequence (Q07820 whole entry, looked up): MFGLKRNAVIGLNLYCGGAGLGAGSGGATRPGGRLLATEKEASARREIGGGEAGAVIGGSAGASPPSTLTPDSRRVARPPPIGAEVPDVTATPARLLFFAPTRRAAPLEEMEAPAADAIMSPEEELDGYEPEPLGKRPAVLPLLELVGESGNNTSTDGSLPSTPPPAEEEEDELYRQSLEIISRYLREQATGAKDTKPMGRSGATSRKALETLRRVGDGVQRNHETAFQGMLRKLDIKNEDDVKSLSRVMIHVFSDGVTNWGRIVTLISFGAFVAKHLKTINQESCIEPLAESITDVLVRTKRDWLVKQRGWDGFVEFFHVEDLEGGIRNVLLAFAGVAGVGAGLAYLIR
Efflux pump inh: inhibitors of Candida efflux pumps in yeast, primary screen, S. cerevisiae, Nile Red, multiplex | inhibition, % at 10 µM | 0.44% of 330,000 active | S. cerevisiae Candida pump triplex;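 active = plate passing quality check with inhibition over a set limit, or well fluorescence over plate mean plus 4 SD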;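 also: Nile Red retained in pooled yeast measured as flow cytometry median fluorescence; 0% = buffer negative control and 100% = Enniatin B positive control; higher means more Nile Red kept so more efflux inhibition; some compounds called inactive have numbers as strong as hits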
GRK2 inh: compounds blocking aptamer binding on GRK2 – biochemical, human GRK2, bead flow cytometry, HTS, primary screen; Beta-adrenergic receptor kinase 1 (Homo sapiens), P25098; FAM-aptamer displacement from GRK2; inhibition of aptamer binding, % at 10 µM; 0.59% of 330,000 active; AID 488847, 2010;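 active = inhibition of aptamer binding above 40%, roughly 3 SD of noise, on plates passing a quality check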;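 also: median bead fluorescence of bound FAM aptamer so fluorescent compounds give negative values; no value below 0 was filed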
Bcl-xL primary: inhibitors of human Bcl-xL, primary screen, biochemical, fluorescence polarization, HTS | Bcl-2-like protein 1 (Homo sapiens), Q07817 | GST-Bcl-xL / FITC-Bim BH3 peptide fluorescence polarization | inhibition, % at 10.9 µM | 0.7% of 320,000 active | AID 2129, 2009;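 active = inhibition above the mean of all tested compounds plus 3 SD, cutoff set per campaign, cut at about 30% in these data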;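 also: 0% = DMSO wells and 100% = unlabeled Bim-BH3 peptide competitor; inhibitors lower millipolarization by displacing the labeled peptide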
Target sequence (Q07817 whole entry, looked up): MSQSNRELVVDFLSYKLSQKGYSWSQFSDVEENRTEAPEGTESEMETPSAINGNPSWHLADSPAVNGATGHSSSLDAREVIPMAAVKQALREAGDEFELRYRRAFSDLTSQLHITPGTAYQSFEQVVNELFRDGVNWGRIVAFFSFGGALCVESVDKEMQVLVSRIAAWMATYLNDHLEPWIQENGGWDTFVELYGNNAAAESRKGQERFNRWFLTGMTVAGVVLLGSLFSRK
An asterisk follows results filed as active; ? = inconclusive; / = not tested or not shown.

Order of results – GLD-1 RNA inh	VLA-4 inh	Fam108B inh	PME-1 inh	MEX-5 binding	MCL1-BIM inh	Efflux pump inh	GRK2 inh	Bcl-xL primary
- COc1cccc(C(=O)C2CCCN(Cc3ccc(OC)c(Cn4cncn4)c3)C2)c1 (stereo not given)
  -2	-3	-3	4	0.1	3	0.0	2	8
- CCOc1ccc(-c2cn[nH]c2N)cc1
  5	-5	6	4	1.1	-2	-0.1	4	-4
- COc1ccc(NC(=O)CN2CCN(S(=O)(=O)N3CCCCCC3)CC2)cc1
  -4	0	1	10	1.2	-3	0.0	2	-3
- COc1ccc(NC(=O)CNC(=O)N2CC(=O)Nc3ccccc32)cc1OC
  4	15	6	-6	-3.7	1	0.1	1	1
- O=C(CCN1CCN(c2ccccc2)CC1)NNC(=S)Nc1ccccc1Cl
  -3	1	5	2	-4.9	11	0.0	0	6
- COc1ccc(Cc2nnc(NC(=O)Nc3ccccc3F)s2)cc1
  3	-8	-7	-15	1.5	-13	0.0	0	2
- CCOCCc1c(O)nc(SCC)[nH]c1=O
  5	4	-6	-4	0.2	-4	-0.1	0	2
- CC(C)CCOc1ccc(C(CC(N)=O)C(=O)O)cc1 (stereo not given)
  3	11	-4	2	0.8	-2	0.2	3	-4
- CCc1cccc2c(C(=O)COC(=O)[C@@H]3CC(O)CN3S(=O)(=O)c3ccccc3[N+](=O)[O-])c[nH]c12 (stereo not given in full)
  7	-3	/	/	/	/	-0.2	0	/
- CCOc1ccc(CNC(=O)C2CCN(c3nn4c(=O)cc(C)nc4s3)CC2)cc1
  1	-1	-1	0	-2.0	6	-0.1	0	8
- C/C(=N/NC(=O)CNC(=O)C1COc2ccccc2O1)c1ccc([N+](=O)[O-])cc1 (stereo not given)
  3	10	-2	-2	0.1	0	-0.2	0	2
- CC(C)C(CCNC(=O)CC(Cc1ccccc1)c1ccco1)c1ccco1 (stereo not given)
  -8	3	-4	-5	7.2	4	0.1	5	2
- COc1ccc(C=NCC2OCCc3ccccc32)cc1OC (stereo not given)
  1	3	0	-1	0.2	11	-0.1	0	4
- COc1cccc(NC(=O)N2CCCC2C(=O)NC2CCCC2)c1 (stereo not given)
  -6	9	-4	-5	-1.0	6	-0.2	0	2
- CC1(NC(=S)N(CCO)CCO)CCS(=O)(=O)C1 (stereo not given)
  4	8	-2	-1	-2.7	1	1.0	0	1
- CCc1nn(CC(=O)N2CCN(c3cc(C)ccc3C)CC2)c(=O)c2cc3occc3n12
  8	-1	1	1	1.4	3	-0.2	0	3
- Cc1ccc(Cl)cc1N(CC(=O)NCc1ccc2c(c1)OCO2)S(C)(=O)=O
  2	1	3	3	-2.5	-1	-0.1	0	0
- CCOc1ccc2[nH]c3c(NCCc4ccc(OC)c(OC)c4)ncnc3c2c1
  1	0	9	6	-3.2	4	-0.3	0	7
- CN=C1S/C(=C\c2ccc(O)c(OC)c2)C(=O)N1C
  -23	13	2	7	?	-16	-0.1	0	-12
- CC(=O)N1C(=O)N(C(C)=O)C2C1N(C)C(=O)N2C(C)=O (stereo not given)
  -2	-4	-4	0	0.6	1	-0.1	1	3
- COc1cccc(Oc2cnc(N)nc2-c2ccc(OC)cc2O)c1
  2	3	-7	3	1.2	-6	0.1	1	-2
- O=C(/C=C/c1ccc(F)cc1)NCC1(c2ccccc2)CCOCC1
  -11	5	-1	2	0.6	14	-0.1	1	4
- CCOC(=O)c1cc2occc2n1CC(=O)N1CCOCC1
  3	9	-8	-2	-1.1	2	0.1	0	5
- COc1ccc(S(=O)(=O)N2CCCOC2CNC(=O)C(=O)NCc2cccnc2)cc1 (stereo not given)
  -10	-3	-5	0	3.4	4	-0.6	0	3
- CC1(C)CC(=O)C2=C(C1)N=C1c3ccccc3C(=O)C1C2c1ccc(Cl)cc1 (stereo not given)
  4	16	8	14	0.9	4	0.0	2	9
- Cc1ccc(/C(N)=N/OC(=O)CSc2ccccc2)cc1
  8	1	-6	0	0.2	9	0.0	2	-1
- CCN(CC)C(=O)COc1ccc(CC(=O)O)cc1OC
  -4	3	-1	0	0.1	-3	0.0	2	4
- COc1cc(C(=O)Nc2cccc(S(=O)(=O)N3CCCC3)c2)cc(OC)c1C
  -2	-2	-8	-13	-0.8	-2	0.0	0	4
- O=C(Nc1cccc(S(=O)(=O)N2CCCCC2)c1)c1ccccn1
  -6	6	2	-5	-0.6	1	0.0	1	0
- NC(=O)COC(=O)C1c2ccccc2Oc2ccccc21
  0	-12	7	-12	-1.6	2	-0.2	5	7

Some entries already given, reduced to GLD-1 RNA inh and VLA-4 inh.
molecule	GLD-1 RNA inh	VLA-4 inh
COc1ccc(NC(=O)CN2CCN(S(=O)(=O)N3CCCCCC3)CC2)cc1	-4	0
COc1ccc(NC(=O)CNC(=O)N2CC(=O)Nc3ccccc32)cc1OC	4	15

The list continues:
Order of results – GLD-1 RNA inh	VLA-4 inh	Fam108B inh	PME-1 inh	MEX-5 binding	MCL1-BIM inh	Efflux pump inh	GRK2 inh	Bcl-xL primary
- Cc1cc(C)cc(OCc2nc3ncc(Br)cc3[nH]2)c1
  4	18	-10	-7	-1.5	2	0.0	0	10
- CCN(CC)C(=O)Oc1cc(=O)n2c3c(cccc13)CCC2
  0	0	-2	-1	1.5	5	-0.1	2	6
- C=CCOC(=O)C1=C[C@@H](c2csc3ccccc23)C[C@@H](OCc2ccc(CO)cc2)O1
  -4	/	-4	-4	1.0	-2	/	/	-1
- COc1ccc(/C=N/NC(=O)Cc2csc(Nc3cccc(C(F)(F)F)c3)n2)cc1C
  5	-3	7	-7	0.5	-11	0.1	1	-4
- CC(=O)Nc1ccc(S[C@@H](CCN2CC[C@H](O)CCC2=O)c2ccccc2)cc1
  -6	-9	/	1	/	11	0.0	0	6
- O=C(NC1(C(F)(F)F)N=C2SCCN2C1=O)c1ccccc1 (stereo not given)
  6	-13	1	-3	2.5	5	-0.1	6	5
- Cc1cccc(C)c1OCC(O)CN(Cc1ccccc1O)C1CCCCC1 (stereo not given)
  9	-2	1	-4	1.2	-5	-0.2	0	-1
- CCc1ccc(NC(=O)CSc2nc(=O)n(CCCN(C)C)c3c2CCC3)cc1
  -2	-2	1	-3	1.4	-1	0.0	0	2
- CCOc1cccc(C2C(C(=O)c3ccc(C)o3)=C(O)C(=O)N2Cc2ccncc2)c1 (stereo not given)
  3	8	3	-3	0.7	3	-0.1	1	3
- CCc1ccc(CNC(=O)C2CCC(=O)N2C2CCCCC2)cc1 (stereo not given)
  2	-5	7	4	0.1	3	-0.1	1	2
- COCC(C)NC(=O)C(C)N1c2cccc3cccc(c23)S1(=O)=O (stereo not given)
  -7	7	2	-3	-1.5	-4	0.1	0	-7
- CN1CCCN(S(=O)(=O)c2ccc3c(c2)OCCO3)CC1
  1	1	-1	2	-1.9	7	0.2	2	0
- COc1ccccc1Oc1coc2cc(OC(=O)N3CCOCC3)ccc2c1=O
  9	-13	2	-7	-0.9	6	0.1	1	4
- C=CCOC(=O)C1=C[C@H](c2coc3ccccc3c2=O)C[C@H](OCc2ccc(CO)cc2)O1
  2	/	1	-2	0.1	9	/	/	6
- Cc1nc(Cl)sc1C(=O)Nc1cccc(Cl)c1C
  -4	3	2	0	1.3	0	0.3	0	6
- O=C(NNC(=O)c1cnccc1C(F)(F)F)c1cccc(Cl)c1
  3	10	1	2	1.3	13	0.3	0	2
- CC(=O)O[C@H]1C[C@@]2(O)[C@@H](OC(=O)c3ccccc3)C3[C@@](C)([C@@H](O)C[C@H]4OC[C@@]34OC(C)=O)[C@@H](O)[C@H](OC(C)=O)C(=C1C)C2(C)C (stereo not given in full)
  4	12	0	-1	-0.1	-2	0.4	0	6
- CCC(CO)Oc1cc(NC(=O)c2ccc(F)cc2)c2ncn(C(C)C)c2c1 (stereo not given)
  4	-7	/	0	/	-2	0.1	0	-3
- CCOCCCNC(=O)C1CCCN1S(=O)(=O)c1ccc(Cl)cc1 (stereo not given)
  0	0	0	-1	1.0	-1	0.0	0	9
- CC(=O)c1ccc2c(c1)OCCOCCOc1ccc(C(C)=O)cc1OCCOCCO2
  -17	19	0	-1	1.2	5	0.2	0	1
- Cc1occc1C(=O)N1CCC2(CCCN(Cc3ccc(F)c(F)c3)C2)C1 (stereo not given)
  -3	-6	5	2	-0.5	4	0.7	0	5
- CN(c1ccccc1)c1ccc(/C=C(\CCC(=O)O)c2nc3ccccc3s2)cc1[N+](=O)[O-]
  -2	9	20*	11	0.9	22	-0.5	1	21
- O=C1CS/C(=N/N=C/c2cccs2)N1Cc1ccc(F)cc1
  1	-5	-5	-4	1.1	-1	0.3	1	-6
- Cc1cc(C)nc(NS(=O)(=O)c2ccc(N/C=C\C(=O)c3cccs3)cc2)n1
  -15	22	1	-4	-2.4	-13	0.0	4	0
- COc1cc(OC)cc(-c2c(C#Cc3ccsc3)c3cc(-c4ccc5cc[nH]c5c4)ccc3n2C)c1
  -9	26	/	3	/	-10	0.5	3	-10
- CCCn1c(SCC(=O)NC2CCCCC2)nnc1-c1ccccn1
  -7	-3	-1	-7	2.6	-6	0.2	1	0
- COC(=O)CCSCC(=O)Nc1nnc(C)s1
  0	10	-4	-3	1.0	1	0.0	3	-2

Single entries from the entries so far.
`Cc1cc(C)nc(NS(=O)(=O)c2ccc(N/C=C\C(=O)c3cccs3)cc2)n1` in GRK2 inh → 4
`O=C(NC1(C(F)(F)F)N=C2SCCN2C1=O)c1ccccc1` (stereo not given) in Efflux pump inh → -0.1

Given as a markdown table: entries from further up.
| SMILES | GLD-1 RNA inh | VLA-4 inh | Fam108B inh | PME-1 inh | MEX-5 binding | MCL1-BIM inh | Efflux pump inh | GRK2 inh | Bcl-xL primary |
| --- | --- | --- | --- | --- | --- | --- | --- | --- | --- |
| CC(C)CCOc1ccc(C(CC(N)=O)C(=O)O)cc1 (stereo not given) | 3 | 11 | -4 | 2 | 0.8 | -2 | 0.2 | 3 | -4 |
| CCc1cccc2c(C(=O)COC(=O)[C@@H]3CC(O)CN3S(=O)(=O)c3ccccc3[N+](=O)[O-])c[nH]c12 (stereo not given in full) | 7 | -3 | / | / | / | / | -0.2 | 0 | / |
| CCOc1ccc(CNC(=O)C2CCN(c3nn4c(=O)cc(C)nc4s3)CC2)cc1 | 1 | -1 | -1 | 0 | -2.0 | 6 | -0.1 | 0 | 8 |
| C/C(=N/NC(=O)CNC(=O)C1COc2ccccc2O1)c1ccc([N+](=O)[O-])cc1 (stereo not given) | 3 | 10 | -2 | -2 | 0.1 | 0 | -0.2 | 0 | 2 |
| CC(C)C(CCNC(=O)CC(Cc1ccccc1)c1ccco1)c1ccco1 (stereo not given) | -8 | 3 | -4 | -5 | 7.2 | 4 | 0.1 | 5 | 2 |
| COc1ccc(C=NCC2OCCc3ccccc32)cc1OC (stereo not given) | 1 | 3 | 0 | -1 | 0.2 | 11 | -0.1 | 0 | 4 |

These rows are one share of the data; rates above refer to the full screens.
